Compound activity (PubChem BioAssay)
DENV2 CPE – inhibitors of DENV2 cytopathic effect, primary screen, cell-based, plate reader, single concentration | DENV2-infected cells, cytopathic effect rescue | 1.7% of 350,000 active | CPE inhibition, % at 9.99 µM; in the data active = CPE inhibition above about 20%, passing the limit was not always enough; inconclusive = no clear call, values can overlap the other calls; tested in BHK-21 cells;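 note: 0% = median of neutral control wells and 100% = median of positive control wells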
ERp5 inh – inhibitors of ERp5-driven insulin aggregation, primary screen, biochemical, turbidity, absorbance 650 nm, single point. Protein disulfide-isomerase A6 (Homo sapiens), Q15084. 90 min. inhibition, % at 9.99 µM. 0.05% of 350,000 active. AID 651711, 2012;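 active = mean replicate inhibition above about 25%, with every replicate also reaching it, limit read from the data, passing the limit was not always enough; inconclusive = only one of those two criteria met; inactive = neither criterion met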
miR122 inh – miR-122 Renilla sensor signal increase in Huh7, primary screen, miR-122 inhibitor project, cell-based, single point, plate reader | 0.3% of 340,000 active | Huh7 miR-122 Renilla luciferase sensor, 48 h; neutral wells = 0, positive control = 100 | activation (reporter increase), % at 12.5 µM | AID 602342, 2012;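 active = mean replicate activation score at least 90 and every replicate individually at or above 90; inconclusive = only one of the two criteria met; inactive = neither criterion met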;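 note: higher luciferase means less miR-122 activity so hits act as miR-122 inhibitors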
ERAP1 HTS inh – human ERAP1 aminopeptidase inhibitors, primary screen, biochemical, single point, plate reader | 0.15% of 340,000 active | recombinant ERAP1, Leu-AMC fluorescence, 60 min | inhibition, % at 10.7 µM;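 active = mean replicate inhibition of at least 30%, or all replicates individually reaching that 30% level; inactive = mean below 30% and not every replicate reaching it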;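 note: 0% = neutral control wells and 100% = L-leucinethiol positive control wells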
Target sequence (Q9NZ08 whole entry, looked up): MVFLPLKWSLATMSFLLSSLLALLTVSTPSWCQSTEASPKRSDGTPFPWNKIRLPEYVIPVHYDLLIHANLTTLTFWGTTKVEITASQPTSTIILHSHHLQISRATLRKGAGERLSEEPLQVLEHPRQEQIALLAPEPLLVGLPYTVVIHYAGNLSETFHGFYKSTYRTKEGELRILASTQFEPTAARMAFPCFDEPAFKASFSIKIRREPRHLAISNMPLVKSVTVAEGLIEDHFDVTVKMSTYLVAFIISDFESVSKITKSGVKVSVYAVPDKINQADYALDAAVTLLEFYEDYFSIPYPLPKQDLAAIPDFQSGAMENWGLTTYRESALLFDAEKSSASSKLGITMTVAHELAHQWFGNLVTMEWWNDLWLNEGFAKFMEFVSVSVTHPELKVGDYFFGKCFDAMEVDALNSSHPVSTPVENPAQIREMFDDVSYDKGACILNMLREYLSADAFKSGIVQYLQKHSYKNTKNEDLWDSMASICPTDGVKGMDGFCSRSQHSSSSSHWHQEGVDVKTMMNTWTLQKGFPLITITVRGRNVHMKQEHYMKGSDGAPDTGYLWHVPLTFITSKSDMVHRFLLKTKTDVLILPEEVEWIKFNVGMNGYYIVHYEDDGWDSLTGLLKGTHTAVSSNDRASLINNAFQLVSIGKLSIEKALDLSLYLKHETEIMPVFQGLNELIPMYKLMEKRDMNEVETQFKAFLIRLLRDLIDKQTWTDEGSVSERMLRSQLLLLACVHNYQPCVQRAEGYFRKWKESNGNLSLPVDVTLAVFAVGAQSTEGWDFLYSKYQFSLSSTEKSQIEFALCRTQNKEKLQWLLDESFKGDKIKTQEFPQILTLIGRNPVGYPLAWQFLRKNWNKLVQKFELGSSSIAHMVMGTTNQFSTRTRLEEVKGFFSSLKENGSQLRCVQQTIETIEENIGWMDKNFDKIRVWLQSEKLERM
CASP6 VEID inh – human caspase-6 inhibitors, primary screen, biochemical, VEID-R110 fluorescence, single point, set 2 | P55212 | purified caspase-6, Z-VEID-R110 cleavage fluorescence | inhibition, % at 12.5 µM | 0.53% of 350,000 active | AID 686996, 2013;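 active = mean inhibition across replicates at least about 35%, with every replicate also reaching that limit, limit read from the data; inconclusive = only one of the two criteria met; inactive = neither criterion met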;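 note: 0% = median of neutral control wells and 100% = no fluorescence left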
F508del corr – F508del CFTR correction, initial screen, CFBE line, single point; CFBE cells, YFP halide quenching; stimulated with forskolin plus potentiator P3; % fluorescence drop versus neutral controls; activity (quench increase), % at 7.58 µM; 0.36% of 350,000 active; AID 720511, 2013;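 active = mean added fluorescence quench of at least 8% versus neutral control, with both replicates also reaching 8%; inconclusive = only one of the mean or replicate conditions met; inactive = mean below 8% and not both replicates reaching 8%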;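 note: cells transiently co-express mutant CFTR-F508del with the halide-sensitive YFP; corrector assay measuring rescue of mutant channel to the surface after 24 h compound exposure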
SIRT5 block – SIRT5 desuccinylase inhibitors, primary screen, biochemical, fluorescence imaging, single point, set 5. AID 652115, 2013. inhibition, % at 15 µM. Purified SirT5, succinyl-peptide AMC, trypsin-coupled fluorescence. 1.1% of 330,000 active; in the data active = inhibition above about 15%; inconclusive = no clear call, values can overlap the other calls
Active calls of the source: *; u = inconclusive; x = no result given; [ ] = remark or other dose. Rows are unselected. Share with any hit: about 4%.

SMILES	DENV2 CPE	ERp5 inh	miR122 inh	ERAP1 HTS inh	CASP6 VEID inh	F508del corr	SIRT5 block
COc1ccccc1-c1ccc(SCc2ccccc2)nn1	-0.6	-7.7	x	0.1	0.4	0.8	0.5
CCc1ccc(S(=O)(=O)N2CCN(C(=O)C3CCN(C(C)=O)CC3)CC2)cc1	-5.8	3.2	x	-0.5	0.5	0.8	0.2
COc1ccc(Br)c(C(=O)NC(C)(C)CO)c1	5.5	3.0	x	x	0.6	2.8	-0.6
CCN1CCN(C(=O)N(CC(=O)Nc2ccc(C(N)=O)cc2)S(=O)(=O)c2ccc(C)cc2)CC1	-3.9	-0.5	x	-11.8	-1.6	1.3	-1.4
C[C@H]1CN([C@@H](C)CO)C(=O)Cc2cc(NS(=O)(=O)c3cn(C)cn3)ccc2O[C@H]1CN(C)S(=O)(=O)c1ccc(Cl)cc1	x	-6.5	-7.8[16.7 µM]	-1.1	x	2.3	2.6
Cc1cc(C(=O)CSc2ncnc3ccccc23)c(C)n1C1CC1	28.0*	6.8	-0.4	-1.0	6.5	1.9	-0.6
CC(C)(C)NC(=O)CN(C(=O)c1ccc(Cl)nc1)c1cccc2ccccc12	3.9	-2.5	2.5	0.6	-0.5	0.8	7.5
Cc1ccc(C(=O)NCCC(=O)Nc2ccccc2C)cc1	-2.9	-1.5	-1.5	-0.3	1.4	2.8	13.4
O=C(O)CCC(=O)NNC(=O)COc1cccc(Cl)c1	-3.2	0.4	-3.5	-2.5	14.5	0.7	-0.7
COC(=O)[C@@]12C[C@@H](CC(=O)N3CCSCC3)C(=O)N(Cc3ccc4c(c3)OCO4)C1=CCC(C)(C)C2	-5.3	6.0	x	0.9	0.3	1.1	1.1
Fc1cccc(Cl)c1CNCc1cccnc1	0.6	4.4	-4.9	-2.2	-2.1	-1.0	0.0
COc1ccc2cc(C3OCCO3)c(Cl)nc2c1	-7.3	1.4	x	1.7	2.2	x	0.2
C[C@H]1CN([C@@H](C)CO)S(=O)(=O)c2ccc(C3=CCCCC3)cc2O[C@@H]1CN(C)Cc1ccncc1	18.3	1.4	6.6[16.7 µM]	1.1	1.7	-0.2	6.4
CCCCCCNC(=O)OC12CN(C(=O)OC(C)C)N(C(=O)OC(C)C)CC1(O)CN(S(=O)(=O)c1ccc(C)cc1)C2 (stereo not given)	0.1	-0.4	-5.7	-2.5	-0.3	0.2	0.1
CCn1cc(C(=O)NCc2ccc(OC)cc2)c(=O)c2ccc(C)nc21	2.8	1.3	-5.0	0.3	-0.9	-0.9	-0.9
CC(C)(C)c1ccccc1NC(=O)CN1C(=O)NC(Cc2ccccc2)C1=O (stereo not given)	0.5	0.6	x	3.7	1.4	-0.3	2.3
CC(C)(O)P(=O)(O)CCc1ccccc1	-2.7	5.7	x	x	0.2	-2.7	-1.3
COc1cc(C(C[N+](=O)[O-])c2c(C)cc3ccccn23)ccc1O (stereo not given)	-3.9	-3.2	-3.5	-2.1	-1.8	-1.6	7.7
CC1(C)SC2C(C(=O)O)N=C(Cc3ccccc3)N2C1C(=O)O (stereo not given)	-7.8	-1.3	-3.3	9.6	4.1	-3.2	8.6
CCOC(=O)c1sc(NC(=O)CSC(=S)N2CCOCC2)nc1C	2.7	-2.4	-14.7	-0.7	1.5	-0.4	6.1
CN1c2ccc(-c3ccccc3F)cc2[C@H]2[C@H](CCN2C(=O)CN2CCOCC2)[C@H]1CO	u	-0.4	15.5[16.7 µM]	-2.0	-3.6	0.4	-3.8
COCCCN(C(=O)CSCc1c(C)noc1C)c1c(N)n(Cc2ccccc2)c(=O)[nH]c1=O	1.7	2.6	-5.6	-0.5	1.6	1.2	-0.5
C[C@@H]1CN([C@@H](C)CO)C(=O)c2cccc(NC(=O)c3ccc(-c4nccs4)cc3)c2O[C@H]1CN(C)S(=O)(=O)c1cn(C)cn1	7.4	-4.2	-3.6[16.7 µM]	0.7	-2.1	-4.4	-0.1
CCc1ccccc1NC(=O)CSc1n[nH]c(-c2cccnc2)n1	-2.5	-0.3	-1.8	-4.3	1.0	-1.2	-2.5
CN(C(=O)CSc1nnnn1-c1ccccc1)C1CCCCC1	x	-1.1	x	-1.5	1.2	x	-2.4
O=C(O)/C=C\C(=O)Nc1ccc(N2CCN(c3ccc(F)cc3)CC2)cc1	2.3	-0.5	-5.3	-0.5	14.2	0.5	-4.2
COc1cccc(C#Cc2ccc3c(c2)O[C@@H](CN(C)C(=O)CN2CCOCC2)[C@@H](C)CN([C@H](C)CO)S3(=O)=O)c1	-0.9	-3.0	-3.5[16.7 µM]	-1.9	3.0	-2.0	-2.2
CC(C)(C)NC(=O)NC(=O)CN1CCc2ccccc21	1.9	1.6	-0.7	5.2	-0.6	1.3	-1.5
CCNC(=S)Nc1cc(C(=O)N2CCCC2)ccc1N1CCCC1	2.2	3.3	1.9	4.1	0.1	-0.6	-2.4
CS(=O)(=O)N(Cc1ccccc1Cl)c1ccc(C(=O)N2CCCC2)cc1	2.8	3.9	-2.9	-3.1	-25.2	2.0	-0.7
Cc1cc(Br)ccc1NC(=O)CN(C)C(=O)c1cc([N+](=O)[O-])ccc1N1CCOCC1	5.0	-1.8	4.5	8.1	4.0	1.4	5.1
CC12CCC(=O)N1C(C(=O)Nc1ccccc1F)CS2 (stereo not given)	13.7	0.9	x	-3.0	-6.7	-1.0	6.0
COCC(=O)N1CC2(CN(C(=O)c3cccnc3)C2)c2c([nH]c3cc(OC)ccc23)[C@@H]1CO	1.8	1.8	x	1.9	-1.2	2.1	-1.3
COc1cccc(-c2ccc([C@@H]3[C@@H](CO)N(C(=O)C4CC4)C34CN(C(C)=O)C4)cc2)c1	3.9	0.9	x	-0.4	-0.9	-2.0	-4.7
COC(=O)[C@]12CCCCC=C1N(Cc1ccco1)C(=O)[C@H](CC(=O)NCc1cccs1)C2	-7.0	-3.2	x	-0.6	-0.3	0.1	-4.0
C/C=C/c1ccc2c(c1)O[C@H](CN(C)C(=O)Nc1ccc(F)cc1)[C@H](C)CN([C@H](C)CO)S2(=O)=O	5.8	2.6	13.3[16.7 µM]	-3.9	-1.8	-2.9	-4.4
O=C(O)CCc1ccc(-c2ccc(Br)cc2)n1CC(=O)O	2.9	0.1	-2.9	3.4	47.0*	0.2	2.9
C[C@H]1CN([C@@H](C)CO)C(=O)c2cccc(NC(=O)Nc3cccc4ccccc34)c2O[C@H]1CN(C)Cc1ccc(Cl)c(Cl)c1	3.0	-0.2	10.4[16.7 µM]	0.8	-0.7	0.6	9.2
CN1C(=O)c2cc(NC(=O)C3CC3)ccc2OC[C@H]2O[C@H](CC(=O)NC3CCC3)CC[C@@H]21	-1.9	-0.3	32.5[16.7 µM]	-0.1	2.2	-2.1	4.5
CCNC(=S)/C(=C(/[O-])c1ccc([N+](=O)[O-])cc1)[n+]1ccccc1	4.7	-0.4	x	0.3	-0.9	0.8	1.3
COc1ccc(CCNC(=O)c2cc3c(=O)n4ccccc4nc3n(C3CCCCC3)c2=N)cc1	13.4	-13.5	x	-22.2	3.5	1.1	-2.4
O=C(C[C@H]1CC[C@@H]2[C@H](COC[C@@H](O)CN2Cc2ccccc2)O1)N[C@@H]1CCN(Cc2ccccc2)C1	5.1	-0.7	-10.3[16.7 µM]	2.9	1.8	3.0	-2.5
COc1ccc(N2C(=O)N3[C@H](c4ccc(Cl)cc4)[C@@H]4C(=O)N(C5CCCCC5)C(=O)[C@@H]4[C@]3(Cc3ccc(Cl)cc3)C2=O)cc1	-5.3	0.4	-6.1	-2.7	-4.2	2.5	-8.4
CCCCCC(=O)N1C[C@@H](O)[C@H](n2cc(-c3ccc(F)cc3)nn2)C[C@@H]1c1ccc(Cl)cc1	-13.1	5.0	1.8	-1.2	-0.1	0.8	-1.1
O=C(NCc1cccc(F)c1)C1CCC(=O)N(C2CCCC2)C1 (stereo not given)	1.5	5.3	-5.6	2.2	0.9	-3.5	0.2
O=C1NC(=S)N/C1=C/c1ccc(Oc2ccc(C(F)(F)F)cc2[N+](=O)[O-])c(Cl)c1	5.5	4.4	x	0.0	-3.0	-2.0	-5.1
O=C(O)c1cc(Cl)c(Cl)cc1C(=O)N(Cc1ccccc1)Cc1ccccc1	2.4	-22.4	-7.4	6.3	2.0	-5.0	2.6
O=C(NC1CC1)c1cc(OCC(F)(F)F)ccc1OCC(F)(F)F	-4.0	-2.3	-5.0	x	0.4	3.7	1.4
COc1ccccc1N1CCN(Cc2cc(=O)c(OCC(=O)NC(C)C)co2)CC1	-0.6	1.3	-7.2	-5.4	-0.2	2.0	-0.7
CC1(C)CC2CC(C)(CN2C(=O)COC(=O)c2cncc(Br)c2)C1 (stereo not given)	13.3	3.4	-3.0	0.4	-1.1	-6.9	-5.2
CCCCCN(C(=O)CCC(=O)OC(C)C(=O)NC1CCCCC1)c1c(N)n(CCCC)c(=O)[nH]c1=O (stereo not given)	-0.9	-1.4	x	2.7	43.1*	-3.7	-4.8
Cc1ccc(NC(=O)c2cc(S(=O)(=O)N3CCc4ccccc43)cn2C)cc1	-0.7	2.5	8.8	x	3.2	-0.4	x
CC1(c2nnnn2-c2ccc3c(c2)OCCO3)CCC(=O)N1CCCn1ccnc1 (stereo not given)	14.0	-1.0	x	x	0.5	-0.3	-1.3
NNC1=N[C@H]2CS(=O)(=O)C[C@H]2S1	-2.2	3.7	x	-4.8	-2.1	x	-5.6
Cc1csc(SC(C)C(=O)NCC(=O)Nc2ccc(F)c(F)c2F)n1 (stereo not given)	-2.7	-3.5	x	6.4	0.2	3.2	1.3
CCCCC1=CC2=C(c3ccco3)C(=O)C(C)(OC(=O)c3ccc(OC)cc3)C(=O)C2=CN1CCCOC(C)C (stereo not given)	-9.7	-4.5	-4.0	-0.3	32.9	0.2	33.9*
COC(=O)Oc1ccc(/C=N/NS(=O)(=O)c2ccccc2)cc1OC	-4.3	-0.5	-2.5	-2.2	-1.4	-4.6	0.6

As a working copy, nine of the compounds above:
SMILES	DENV2 CPE	ERp5 inh	miR122 inh	ERAP1 HTS inh	CASP6 VEID inh	F508del corr	SIRT5 block
COc1ccc(CCNC(=O)c2cc3c(=O)n4ccccc4nc3n(C3CCCCC3)c2=N)cc1	13.4	-13.5	x	-22.2	3.5	1.1	-2.4
O=C(C[C@H]1CC[C@@H]2[C@H](COC[C@@H](O)CN2Cc2ccccc2)O1)N[C@@H]1CCN(Cc2ccccc2)C1	5.1	-0.7	-10.3[16.7 µM]	2.9	1.8	3.0	-2.5
COc1ccc(N2C(=O)N3[C@H](c4ccc(Cl)cc4)[C@@H]4C(=O)N(C5CCCCC5)C(=O)[C@@H]4[C@]3(Cc3ccc(Cl)cc3)C2=O)cc1	-5.3	0.4	-6.1	-2.7	-4.2	2.5	-8.4
CCCCCC(=O)N1C[C@@H](O)[C@H](n2cc(-c3ccc(F)cc3)nn2)C[C@@H]1c1ccc(Cl)cc1	-13.1	5.0	1.8	-1.2	-0.1	0.8	-1.1
O=C(NCc1cccc(F)c1)C1CCC(=O)N(C2CCCC2)C1 (stereo not given)	1.5	5.3	-5.6	2.2	0.9	-3.5	0.2
O=C1NC(=S)N/C1=C/c1ccc(Oc2ccc(C(F)(F)F)cc2[N+](=O)[O-])c(Cl)c1	5.5	4.4	x	0.0	-3.0	-2.0	-5.1
O=C(O)c1cc(Cl)c(Cl)cc1C(=O)N(Cc1ccccc1)Cc1ccccc1	2.4	-22.4	-7.4	6.3	2.0	-5.0	2.6
O=C(NC1CC1)c1cc(OCC(F)(F)F)ccc1OCC(F)(F)F	-4.0	-2.3	-5.0	x	0.4	3.7	1.4
COc1ccccc1N1CCN(Cc2cc(=O)c(OCC(=O)NC(C)C)co2)CC1	-0.6	1.3	-7.2	-5.4	-0.2	2.0	-0.7
